Screens deposited in PubChem BioAssay by The Scripps Research Institute Molecular Screening Center.
DDE Tn7 FP inh – DD(E)-Tn7 binding inhibition, primary FP screen; P02675; FP displacement of FITC-Tn7 peptide from fibrin DD(E); 0% = median of compound wells per plate; inhibition, % at 8.3 µM; hit rate 0.13% among 370,000;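 active = inhibition above the mean of compounds falling within the control limits plus 3 SD of them, cut at about 14% in these data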;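 also: 0% = plate median of compound wells and 100% = 10 µM Aha-Tn7 peptide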
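Assay system: Human fibrin DD(E) protein | Medium: Tris buffer with calcium and detergent, pH 7.8 | Reagent: 0.1 µM fluorescent Tn7 | Compound dosing: Single point at 8.3 µM | Times: 10 min preincubation, 3 h with tracer, room temperature | Detection: Fluorescence polarization of the labelled Tn7 tracer | Controls: Aha-Tn7 high control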
TDP2 inh – TDP2 (human) inhibition, absorbance primary screen | inhibition, % at 12.8 µM | O95551 | hit rate 0.34% among 370,000 | recombinant TDP2, T5PNP hydrolysis, p-nitrophenol absorbance 415 nm;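 active = inhibition above the mean of all tested compounds plus 3 SD, set per campaign, cut at about 25% in these data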;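 also: 0% = DMSO with enzyme and 100% = buffer with substrate but no TDP2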
Target sequence (O95551 whole entry, looked up): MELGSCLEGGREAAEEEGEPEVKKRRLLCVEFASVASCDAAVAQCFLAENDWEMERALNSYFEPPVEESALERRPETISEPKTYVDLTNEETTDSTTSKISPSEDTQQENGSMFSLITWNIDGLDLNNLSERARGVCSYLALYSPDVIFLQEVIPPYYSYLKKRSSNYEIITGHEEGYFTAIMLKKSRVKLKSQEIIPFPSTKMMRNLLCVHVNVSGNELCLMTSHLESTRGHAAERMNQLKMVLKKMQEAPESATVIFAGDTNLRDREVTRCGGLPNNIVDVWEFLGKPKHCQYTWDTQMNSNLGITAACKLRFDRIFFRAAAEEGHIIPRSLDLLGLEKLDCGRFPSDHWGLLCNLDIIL
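test system = human TDP2 enzyme | input = TDP2 enzyme at 120 nM final | medium = 50 mM Tris-HCl pH 7.5 with Mg2+, KCl, DTT, BSA | also added = T5PNP substrate, 5 mM | times = 2 h at 37 °C | technique = epi absorbance | benchmarks = high control without enzyme, low control DMSO plus TDP2 | replication = each compound tested once, singlicate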
proKLK7 act – proKLK7 (human) activation, primary screen; activation, % at 7 µM; P49862; hit rate 0.9% among 370,000; purified proKLK7, EDANS-DABCYL substrate fluorescence; 100% is mature enzyme control, 0% vehicle;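 active = activation above the mean of all tested compounds plus 3 SD, computed per campaign excluding outliers beyond control limits, cut at about 13% in these data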
Target sequence (P49862 whole entry, looked up): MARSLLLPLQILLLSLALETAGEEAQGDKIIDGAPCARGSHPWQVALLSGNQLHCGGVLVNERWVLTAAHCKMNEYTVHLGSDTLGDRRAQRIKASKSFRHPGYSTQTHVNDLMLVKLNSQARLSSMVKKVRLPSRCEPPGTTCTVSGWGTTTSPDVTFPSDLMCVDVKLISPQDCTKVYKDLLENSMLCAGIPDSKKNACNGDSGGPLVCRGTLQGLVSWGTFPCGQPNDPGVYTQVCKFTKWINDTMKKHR
LEDGF integ inh – blocks HIV-1 LEDGF/p75-dependent DNA integration. TR-FRET IN-LEDGF/p75 DNA integration, Eu/Cy5. inhibition, % at 3.7 µM. hit rate 0.64% among 370,000. AID 743269;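 active = inhibition above the screen-wide mean plus 3 SD, cut at about 13% in these data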;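 also: signal is the Cy5 over europium emission ratio at 671 and 618 nm; 0% = plate median of compound wells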
UHRF1 binding – blocks human UHRF1 binding to methylated DNA | UHRF1 binding to methylated oligo, TR-FRET | inhibition, % at 4.4 µM | hit rate 0.75% among 370,000 | AID 687016; in the data active = inhibition above about 21%;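 also: UHRF1 SRA domain binding a hemimethylated CpG hairpin DNA probe; 0% = median of test compound wells and 100% = reference inhibitor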
TCR CD3 inh – human TCR-CD3 binding inhibition | TAMRA-labeled TCR probe fluorescence, biochemical | inhibition, % at 9.4 µM | hit rate 0.37% among 360,000; in the data active = inhibition above about 19%;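 also: recombinant mutant TCR 2C K166C tagged with TAMRA read by polarization; 0% = receptor in buffer alone and 100% = receptor with positive control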
PRMT1 FP inh – inhibitors of human PRMT1. recombinant PRMT1, activity-based probe fluorescence polarization. AID 652257. hit rate 1.3% among 370,000. inhibition, % at 2.79 µM;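 active = inhibition above about 21% made by adding two undisclosed values, limit read from the data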
Target sequence (Q99873 whole entry, looked up): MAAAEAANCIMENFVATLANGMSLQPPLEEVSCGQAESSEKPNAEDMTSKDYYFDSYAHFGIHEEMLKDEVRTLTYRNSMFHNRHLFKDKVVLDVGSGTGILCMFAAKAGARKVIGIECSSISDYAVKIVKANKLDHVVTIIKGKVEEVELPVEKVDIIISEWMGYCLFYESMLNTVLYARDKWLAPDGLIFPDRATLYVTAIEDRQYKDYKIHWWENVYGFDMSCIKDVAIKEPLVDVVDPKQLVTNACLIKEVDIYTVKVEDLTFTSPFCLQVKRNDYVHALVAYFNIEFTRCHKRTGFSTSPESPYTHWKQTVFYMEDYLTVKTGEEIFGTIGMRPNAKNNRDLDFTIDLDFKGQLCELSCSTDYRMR
MBD2 DNA inh – inhibitors of human MBD2 binding to methylated oligonucleotide | Q9UBB5 | TR-FRET | inhibition, % at 4.4 µM | hit rate 0.31% among 370,000 | AID 686964; in the data active = inhibition above about 13%
SIAE inh – human SIAE inhibition, primary screen | SIAE FP-Rh probe binding, fluorescence polarization | hit rate 0.69% among 370,000 | Q9HAT2 | inhibition, % at 9.66 µM;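 active = inhibition above a cutoff: mean of compounds within the control limits plus 3 SD of those, cut at about 17% in these data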;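 also: 0% = plate median of compound wells and 100% = probe without SIAE protein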
Tn6 DDE FP – inhibitors of Tn6 peptide binding to human fibrin DD(E); P02675; Fibrin DD(E) TRITC-Tn6 fluorescence polarization displacement; inhibition, % at 8.3 µM; hit rate 0.21% among 370,000; AID 720509;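 active = inhibition above a per-campaign cutoff: mean of compounds within control limits plus 3 SD, cut at about 15% in these data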;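 also: 0% = median of all compound wells on the plate and 100% = blocking peptide control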
An asterisk follows results filed as active; nt = not tested or not shown.

SMILES	DDE Tn7 FP inh	TDP2 inh	proKLK7 act	LEDGF integ inh	UHRF1 binding	TCR CD3 inh	PRMT1 FP inh	MBD2 DNA inh	SIAE inh	Tn6 DDE FP
O=C(N/N=C/c1ccc2c(c1)OCO2)c1sc2cc(Cl)ccc2c1Cl	-6	1	0.2	0	0	10	-1	3	2	-2
CC1CCN(S(=O)(=O)c2ccc(NC(=O)C3CC(=O)N(c4ccccc4)C3)cc2)CC1 (stereo unspecified)	1	-2	0.1	1	0	1	0	3	-14	2
CSc1ncccc1C(=O)OCC(=O)N1CCCC1	2	2	0.6	-1	-1	6	-4	5	-4	2
COC(=O)CSc1nc(N2CCOCC2)c2c(c1C#N)CC(C)(C)N(C)C2	7	5	2.2	-1	-4	5	0	-5	-1	1
CCn1cc(S(=O)(=O)N2CCN(c3ccc(Cl)cc3)CC2)cn1	-2	8	-0.2	2	-4	-7	15	-4	6	-6
COc1ccc(NC(=O)Cn2ncn3nc(-c4ccc(OC)cc4)cc3c2=O)cc1	-4	10	-0.4	1	1	3	-1	-3	7	6
CCOC1=C2CN(S(=O)(=O)c3ccc(C)cc3)[C@H](c3cccc4ccccc34)C[C@H]2[C@H]2C(=O)N(c3ccccc3)C(=O)[C@H]2C1	-8	7	0.6	-2	-1	3	-4	0	0	-3
COc1ccccc1NC(=O)CN1CCN(CC(=O)Nc2ccccc2Cl)CC1	-7	17	1.2	1	1	2	2	-1	-3	7
CC1(C)SC2c3ccccc3C(=O)N2[C@@H]1C(=O)NCc1ccco1 (stereo partly specified)	-6	5	0.5	6	-3	3	3	-1	-4	-7
CCCCNC(=O)C1CCCN1C(=O)Nc1cc(Cl)cc(Cl)c1 (stereo unspecified)	6	8	-0.1	-2	2	nt	2	5	-9	-5
Cc1ccc(CCNC(=O)C23CN(Cc4ccccc4)CC2C(c2ccc([N+](=O)[O-])cc2)=NO3)cc1 (stereo unspecified)	5	12	0.5	1	1	3	0	1	9	-5
O=C(CN1C(=O)S/C(=C/c2ccncc2)C1=O)N1CCOCC1	-2	6	-0.1	-2	-2	1	4	3	2	0
Nc1ccccc1Sc1ccc(C(F)(F)F)cc1[N+](=O)[O-]	0	-8	-0.3	-5	0	-7	1	-3	9	0
CCCCCn1c(CN2CCN(C(=O)OCC)CC2)nc2c1c(=O)[nH]c(=O)n2C	-9	-10	-0.1	1	0	3	-1	3	-3	-1
Cc1onc(-c2ccccc2)c1C(=O)Nc1ccc(N2CCOCC2)cc1	2	2	0.7	-1	1	-1	-1	4	0	-1
CCOc1cc(/C=C/c2cc(C(=O)O)c3ccccc3n2)ccc1OC	7	-4	-0.7	0	1	3	1	-3	-2	-1
CCOc1ccc(N2C(=O)/C(=C/c3ccccc3OCC(=O)OC)N(CC(=O)OC)C2=S)cc1	-1	-9	0.9	2	-2	-5	2	-5	-2	-8
CC(C)c1onc(C(=O)N2CCCCC2)c1[N+](=O)[O-]	3	-9	-0.7	0	3	4	0	7	2	-1
COc1ccc(NC(=O)CN(C)C(=O)C(C)Oc2ccc(Br)cc2)cc1 (stereo unspecified)	-7	2	0.4	-2	-2	-4	-1	3	0	-1
O=C1CCc2cc(Br)ccc2O1	-4	1	0.9	7	-1	0	1	2	0	2
CC(=O)c1cccc(NC(=O)C(C)OC(=O)CCCN=C2NS(=O)(=O)c3ccccc32)c1 (stereo unspecified)	4	-3	0.0	-1	3	-9	3	6	-3	5
Cn1c(N)c(C(=O)CSc2nn(-c3ccc(F)cc3)c(=S)s2)c(=O)n(C)c1=O	2	-4	-0.3	-1	2	5	1	-6	-63	-8
COc1ccc(Cl)cc1C(=O)NNC(=O)c1cccnc1	4	-4	0.0	-2	1	-4	10	12	-3	8
CC1Cc2ccccc2N1C(=O)CSC1=NCCS1 (stereo unspecified)	2	1	0.7	-2	1	-6	10	3	2	4
COC(=O)c1ccccc1NC(=S)N(Cc1ccc2c(c1)OCO2)Cc1cc2cc(OC)ccc2[nH]c1=O	6	-1	-30	1	-1	2	0	-2	-11	5
CN(C(=O)COC(=O)c1n[nH]c(=O)c2ccccc12)c1ccccc1	4	-7	0.0	-2	4	-5	1	2	-2	2
Cc1cc(C)c2nc3sc(C(=O)N4CCOCC4)c(N)c3cc2c1	2	12	1.6	-1	37*	7	9	-6	0	4
CCOC(=O)N1CCN(C(=O)CSC2=NS(=O)(=O)c3ccccc3N2)CC1	-2	-4	0.1	-1	4	-6	6	3	1	-2
CCOc1nc(Nc2ccc([N+](=O)[O-])cc2)nc(NC(C)(C)C)n1	-7	-3	-0.6	-1	5	-7	2	0	4	-8
COc1ccccc1S(=O)(=O)Cc1ccc(C(=O)NC2CCCCCC2)o1	6	-2	-0.3	-4	6	-6	5	0	0	2
CC(C)c1ccc(NC2(C#N)C(=O)Nc3ccccc32)cc1 (stereo unspecified)	0	-8	0.2	0	-2	8	0	-5	1	5
CCN(CC(=O)NCc1ccc(Cl)cc1)C(=O)Cc1ccccc1[N+](=O)[O-]	-1	-10	0.7	0	-1	5	-3	3	0	4
O=c1ccc(N=Nc2ccccc2)ccc1O	4	-18	0.4	-3	-5	4	3	-8	13	-9
N#CCC(=O)Nc1ccc(C(=O)OCC(=O)N=c2sccn2Cc2ccccc2Cl)cc1	-1	12	-0.3	2	-2	9	-2	-2	-34	2
CCCc1cc(=O)[nH]c(SCC(=O)N(CC(C)C)C2CCS(=O)(=O)C2)n1 (stereo unspecified)	5	-11	-0.3	-4	-1	1	-3	-4	8	3
O=C(CSc1nc(=O)n(CCCN2CCOCC2)c2c1CCC2)Nc1ccc(F)cc1	3	-4	-0.1	2	0	3	-1	-6	4	-2
Cc1ccccc1N(CC(=O)N/N=C/c1cc(C)n(-c2ccccc2C)c1C)S(C)(=O)=O	-6	2	-0.6	1	-1	3	1	-4	11	4
CC(C)CCn1c(O)c(N=NC(=O)c2ccco2)c2ccccc21	-2	-2	-0.3	1	0	10	1	-2	0	-3
Clc1ccc(C2Nc3ccccc3-n3cccc32)cc1 (stereo unspecified)	3	-2	-5.5	0	-3	-6	5	-1	0	3
Nc1nc(-c2ccccc2)nn1C(=O)Cc1ccccc1	4	2	-0.3	2	1	3	-2	0	3	9
CCOC(=O)c1cnc2c(cnn2C)c1Cl	-4	6	-0.3	4	-2	-1	-3	-5	4	0
CSc1ncccc1C(=O)OCC(=O)Nc1ccc2c(c1)OCO2	2	-4	0.1	1	-1	1	1	0	-8	-4
COc1ccc2c(c1OC)C(=O)OC2c1c(O)nc(SC)n(-c2ccccc2)c1=O (stereo unspecified)	12	8	0.4	-4	0	8	5	3	5	0
CC1CN(C(=O)COC(=O)Cc2c(Cl)cccc2Cl)CC(C)O1 (stereo unspecified)	-4	-1	0.6	2	0	-1	-2	0	-5	5
Cc1ccc(O)c(C(=O)c2cc(C#N)c(=O)n(CC3CCCO3)c2)c1 (stereo unspecified)	-3	-5	0.0	2	-1	-8	-1	-1	6	-5

Reformatted with two lines to a compound: twelve of the compounds above
Below each SMILES – DDE Tn7 FP inh | TDP2 inh | proKLK7 act | LEDGF integ inh | UHRF1 binding | TCR CD3 inh | PRMT1 FP inh | MBD2 DNA inh | SIAE inh | Tn6 DDE FP
- CC(C)c1ccc(NC2(C#N)C(=O)Nc3ccccc32)cc1 (stereo unspecified)
→ 0 | -8 | 0.2 | 0 | -2 | 8 | 0 | -5 | 1 | 5
- CCN(CC(=O)NCc1ccc(Cl)cc1)C(=O)Cc1ccccc1[N+](=O)[O-]
→ -1 | -10 | 0.7 | 0 | -1 | 5 | -3 | 3 | 0 | 4
- O=c1ccc(N=Nc2ccccc2)ccc1O
→ 4 | -18 | 0.4 | -3 | -5 | 4 | 3 | -8 | 13 | -9
- N#CCC(=O)Nc1ccc(C(=O)OCC(=O)N=c2sccn2Cc2ccccc2Cl)cc1
→ -1 | 12 | -0.3 | 2 | -2 | 9 | -2 | -2 | -34 | 2
- CCCc1cc(=O)[nH]c(SCC(=O)N(CC(C)C)C2CCS(=O)(=O)C2)n1 (stereo unspecified)
→ 5 | -11 | -0.3 | -4 | -1 | 1 | -3 | -4 | 8 | 3
- O=C(CSc1nc(=O)n(CCCN2CCOCC2)c2c1CCC2)Nc1ccc(F)cc1
→ 3 | -4 | -0.1 | 2 | 0 | 3 | -1 | -6 | 4 | -2
- Cc1ccccc1N(CC(=O)N/N=C/c1cc(C)n(-c2ccccc2C)c1C)S(C)(=O)=O
→ -6 | 2 | -0.6 | 1 | -1 | 3 | 1 | -4 | 11 | 4
- CC(C)CCn1c(O)c(N=NC(=O)c2ccco2)c2ccccc21
→ -2 | -2 | -0.3 | 1 | 0 | 10 | 1 | -2 | 0 | -3
- Clc1ccc(C2Nc3ccccc3-n3cccc32)cc1 (stereo unspecified)
→ 3 | -2 | -5.5 | 0 | -3 | -6 | 5 | -1 | 0 | 3
- Nc1nc(-c2ccccc2)nn1C(=O)Cc1ccccc1
→ 4 | 2 | -0.3 | 2 | 1 | 3 | -2 | 0 | 3 | 9
- CCOC(=O)c1cnc2c(cnn2C)c1Cl
→ -4 | 6 | -0.3 | 4 | -2 | -1 | -3 | -5 | 4 | 0
- CSc1ncccc1C(=O)OCC(=O)Nc1ccc2c(c1)OCO2
→ 2 | -4 | 0.1 | 1 | -1 | 1 | 1 | 0 | -8 | -4

Further compounds follow.
SMILES	DDE Tn7 FP inh	TDP2 inh	proKLK7 act	LEDGF integ inh	UHRF1 binding	TCR CD3 inh	PRMT1 FP inh	MBD2 DNA inh	SIAE inh	Tn6 DDE FP
CC1=C(C(N)=O)C(c2ccccn2)n2nc(SCc3ccccc3)nc2N1 (stereo unspecified)	-2	4	-0.2	0	2	-7	2	4	0	0
Cc1ccc2[nH]cc(C(=O)CN3CCN(C)CC3)c2c1	-1	-5	0.4	-4	0	11	-3	0	2	8
CN(C)CCCNc1ccc(S(N)(=O)=O)cc1[N+](=O)[O-]	0	0	0.1	-3	-5	-1	2	-8	-9	1
CCOC(=O)C1=CN(Cc2ccc(Br)cc2)S(=O)(=O)NC1C (stereo unspecified)	0	-4	-0.2	0	1	3	-1	0	-5	-1
Cc1[nH]c2ccccc2c1/C=N/Nc1nc(Nc2ccccc2)nc(N2CCOCC2)n1	-5	4	0.8	1	-3	7	-1	0	32*	-6
O=C(CSc1nc2cccnc2n1Cc1ccccc1)NCc1ccco1	-14	-8	-0.2	1	-1	-2	1	-3	-3	2
Nc1ncnc2c1ncn2CCOc1ccccc1	-1	-6	-0.4	2	1	3	-1	5	1	-10
Cc1cccc(C(=O)NCc2ccco2)c1	-5	6	0.1	4	1	-1	3	0	0	4
O=C(NCCc1ccccc1)C1CCN(c2ncccn2)CC1	-3	-18	1.0	2	4	-2	-1	-5	5	-9
O=[N+]([O-])c1ccccc1CCc1cnc(Cl)s1	-5	5	-0.4	-4	-2	-2	2	-5	1	-8
